Screening results (PubChem)
CHOP inhibitor – CHOP inhibition in unfolded protein response. hit rate 3.8% among 220,000. AID 2732. inhibition, % at 10 µM. CHO-K1 CHOP-promoter luciferase, tunicamycin-induced, 15-18 h;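 active means compounds that reduced the stress-induced luciferase reporter signal by more than about 70% of percent inhibition, limit read from the data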;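 further: 0% = tunicamycin plus vehicle and 100% = wells without tunicamycin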
NPY-Y2 PAM-ag – potentiators or agonists of human neuropeptide Y receptor Y2 | P49146 | cells expressing NPY-Y2, potentiator/agonist read-out | activation, % at 3.6 µM | hit rate 0.45% among 220,000; in the data active means activation above about 27%;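 further: cells stimulated with NPY near EC25 plus isoproterenol at EC100; 0% = vehicle plus submaximal agonist and 100% = vehicle plus saturating agonist; some results beyond the cut were filed as inactive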
Target sequence (P49146 whole entry, looked up): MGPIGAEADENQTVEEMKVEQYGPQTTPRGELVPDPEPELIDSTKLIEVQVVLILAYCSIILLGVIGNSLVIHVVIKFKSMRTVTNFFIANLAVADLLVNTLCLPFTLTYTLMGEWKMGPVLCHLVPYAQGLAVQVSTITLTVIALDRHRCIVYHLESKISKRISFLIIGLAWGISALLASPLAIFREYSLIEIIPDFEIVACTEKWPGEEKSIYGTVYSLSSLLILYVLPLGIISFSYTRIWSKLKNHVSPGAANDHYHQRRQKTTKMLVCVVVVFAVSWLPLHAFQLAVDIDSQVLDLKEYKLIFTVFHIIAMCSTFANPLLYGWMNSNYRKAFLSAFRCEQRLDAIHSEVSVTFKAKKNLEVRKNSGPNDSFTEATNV
zfTRPN1 agonist – activates the zebrafish TRPN1 channel | AID 1424 | hit rate 0.18% among 220,000 | HEK293 zebrafish TRPN1-YFP, Fluo-8 calcium fluorescence; 100% = response to 87 µM carbachol | activation, % at 3 µM;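 active means activation above its plate's cutoff, the mean activation of test wells on that plate plus 3 SD, cut at about 19% in these data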;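 further: 0% = DMSO alone and 100% = 87 µM carbachol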
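Assay system: Zebrafish TRPN1-YFP in HEK293 cells | Incubation: Dye loading 1 h at 37 °C, then 30 min room temperature | Measured by: Kinetic Fluo-8 fluorescence, ex 470-495, em 515-575 nm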
NPY-Y1 antag – blocks the human neuropeptide Y Y1 receptor; hit rate 1% among 200,000; HEK293-CNG Y1 cells, membrane potential fluorescence; NPY at EC95, then isoproterenol; inhibition, % at 3.6 µM; P25929;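 active means inhibition above the campaign mean inhibition of all tested compounds plus 3 SD, cut at about 20% in these data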;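 further: 0% = DMSO wells given NPY plus isoproterenol and 100% = isoproterenol alone without NPY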
Target sequence (P25929 whole entry, looked up): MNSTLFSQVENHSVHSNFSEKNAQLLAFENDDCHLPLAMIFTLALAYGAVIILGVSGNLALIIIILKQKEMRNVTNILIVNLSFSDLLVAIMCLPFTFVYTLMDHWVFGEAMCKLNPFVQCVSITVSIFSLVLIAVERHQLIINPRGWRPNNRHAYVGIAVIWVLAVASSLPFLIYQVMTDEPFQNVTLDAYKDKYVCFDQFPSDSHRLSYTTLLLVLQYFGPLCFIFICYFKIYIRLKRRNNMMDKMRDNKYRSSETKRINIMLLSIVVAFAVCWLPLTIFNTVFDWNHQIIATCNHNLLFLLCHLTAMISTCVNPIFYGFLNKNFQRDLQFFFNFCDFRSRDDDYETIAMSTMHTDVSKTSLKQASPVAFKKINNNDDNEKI
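material = HEK293 cells with Y1 receptor plus CNG channel | also added = NPY 25 nM then isoproterenol 1 µM plus Ro 20-1724 25 µM | schedule = dye 3 h, compound 60 min room temperature, stimulation 45 min | measured by = membrane potential fluorescence | benchmarks = high control isoproterenol alone, low control NPY with isoproterenol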
NPY-Y1 PAM-ag – potentiates or activates human NPY-Y1 receptor. NPY-Y1 expressing cells, potentiator/agonist activation. activation, % at 3.6 µM. hit rate 0.37% among 220,000; in the data active means activation above about 33%, passing the limit was not always enough;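 further: cells stimulated with NPY at EC10 then isoproterenol at EC100; 0% = low agonist plus stimulus and 100% = saturating agonist plus stimulus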
EP2 modulator – modulators of human EP2 prostaglandin E2 receptor; P43116; EP2-expressing cells, cAMP HTRF FRET, PGE2 co-stimulation; induction, % at 25 µM; hit rate 0.83% among 260,000;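 active means compounds whose cAMP rise, as percent of the full-agonist control response, exceeds 60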;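 further: rat C6 glioma line stably carrying human EP2 under a CMV promoter; the protocol text gives 20 µM as final concentration; 100% = response of wells given 1 µM PGE2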
S1P4 antagonist – human S1P4 receptor antagonism. O95977. S1P4-expressing cells, antagonist mode, reporter read-out. inhibition, % at 4.98 µM. hit rate 0.26% among 220,000. AID 1510; in the data active means inhibition above about 29%;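 further: 0% = wells stimulated with agonist and 100% = vehicle wells without agonist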
TRPML3 agonist – human mucolipin-3 channel agonism; activation, % at 3 µM; Q8TDD5; hit rate 0.29% among 220,000; HEK293 TRPML3-YFP, Fluo-8 calcium fluorescence; 100% = the carbachol control signal;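 active means activation above its plate's cutoff, the mean activation of the plate's test wells plus 3 SD, cut at about 12% in these data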;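 further: 0% = DMSO only wells and 100% = carbachol wells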
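Test system: TRPML3-YFP stable HEK293 cells. Doses: single point at 3 µM. Incubation: dye loading 1 h 37 °C then 30 min ambient, 125 s read. Signal: Fluo-8 calcium dye fluorescence, ex 470-495, em 515-575 nm. Measure: percent activation from peak-to-basal fluorescence ratio, scaled between DMSO and carbachol.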
S1P4 agonist – agonists of human S1P4 receptor; hit rate 0.35% among 220,000; activation, % at 4.98 µM; O95977; S1P4-expressing cell line, agonist reporter assay; AID 1509; in the data active means activation above about 11%;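 further: 0% = DMSO vehicle and 100% = reference agonist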
Numbers without * were called inactive; · = no result given; & = joins results of further samples.

entry	compound	CHOP inhibitor	NPY-Y2 PAM-ag	zfTRPN1 agonist	NPY-Y1 antag	NPY-Y1 PAM-ag	EP2 modulator	S1P4 antagonist	TRPML3 agonist	S1P4 agonist
1	COc1ccccc1/C=C/C(=O)OCC(=O)c1c(N)n(C)c(=O)n(C)c1=O	0.8	-0.1	0.9	-2.6	2.4	7.7	-23.3	0.5	0.4
2	CCOc1ccc(NC(=O)CSc2nnc(Cc3cccn3C)n2-c2ccc(OC)cc2)cc1	36.4	0.8	-1.9	0.6	4.8	26.2	-0.9	-0.8	-2.4
3	COc1cccc(C(=O)Nc2cccc(OC(C)=O)c2)c1	-14.2	-0.6	0.6	0.3	-2.8	5.2	19.8	0.6	0.7
4	COC(=O)[C@@]1(Cc2ccc(OC)cc2)[C@H]2c3cc(C(=O)N4CCCC4)n(CCO)c3C[C@H]2CN1C(=O)c1ccccc1	17.4	0.4	2.2	-5.2	-8.8	28.9	4.5	1.1	0.5
5	COc1ccc(CN2CCNC(=O)C2CC(=O)NCCCn2cccn2)c(OC)c1 (configuration not stated)	-3.5	7.5	1.8	6.1	-6.8	-1.4	2.0	0.6	-0.8
6	CS(=O)(=O)N(CC(=O)NCc1ccc2c(c1)OCO2)Cc1ccc(Cl)cc1	21.9	-3.4	1.0	4.8	-20.1	-19.1	1.4	0.7	2.5
7	CCOc1cc(/C=C\[N+](=O)[O-])ccc1OCC(=O)Nc1ccccc1C	107.8*	3.5	-0.2	-4.4	-18.0	-37.9	58.2*	1.9	1.3
8	Cc1cc(C)c2sc(N)nc2c1	-4.8	-10.2	-0.7	2.6	7.1	14.9	-11.9	-0.4	0.6

Remaining list, next part
entry	compound	CHOP inhibitor	NPY-Y2 PAM-ag	zfTRPN1 agonist	NPY-Y1 antag	NPY-Y1 PAM-ag	EP2 modulator	S1P4 antagonist	TRPML3 agonist	S1P4 agonist
9	O=C(Nc1ccccc1Cl)N1CCN(c2ccc3nncn3n2)CC1	1.0	-2.9	1.6	5.6	3.8	4.0	-9.3	0.3	-0.5
10	CC(C)(C)c1ccc(COn2c(=O)c(-c3ccco3)[n+]([O-])c3ccccc32)cc1	-13.2	-6.5	-0.9	3.1	-11.0	22.5	-9.4	0.6	4.4
11	CC(=O)Oc1ccccc1N(C(C)=O)S(=O)(=O)c1ccc(C)cc1	29.7	9.5	0.6	1.4	14.0	10.4	-17.6	0.2	0.7
12	CN(C)S(=O)(=O)c1ccc(C(=O)Nc2cccc(C(=O)O)c2)cc1	4.8	11.1	-0.1	-3.4	-13.4	2.1	-17.8	0.0	-0.1
13	CCCOc1cccc(NC(=O)OC2CCN(C)CC2)c1	-30.5	4.2	1.3	8.4	4.8	-10.3	-4.8	0.8	-0.1
14	CCOCCCNC(=S)Nc1ccc(Br)cc1Cl	-9.2	-2.1	-1.3	·	5.3	-11.7	-6.7	-0.1	1.3
15	CCOC(=O)N/N=C\C=C\c1ccc2c(c1)OCO2	7.4	4.7	-0.9	-0.4	3.9	-21.6	-19.6	0.2	0.1
16	COC(=O)c1ccccc1NC(=O)NCc1ccccc1	13.6	-21.0	-1.9	1.4	6.3	-29.1	5.3	-0.4	-2.5

Remaining list, next part
entry	compound	CHOP inhibitor	NPY-Y2 PAM-ag	zfTRPN1 agonist	NPY-Y1 antag	NPY-Y1 PAM-ag	EP2 modulator	S1P4 antagonist	TRPML3 agonist	S1P4 agonist
17	Cc1ccccc1OCC(=O)Nc1ccccc1N1CCC(C)CC1	-19.0	-21.8	-0.8	12.9	-15.3	53.8	2.4	0.5	-0.8
18	CN(C)S(=O)(=O)N1CCc2ccccc21	10.3	3.0	1.1	-2.4	-8.8	-0.4	-16.6	-0.4	-0.5
19	O=C(O)CCC(=O)NNC(=O)CCC(=O)Nc1ccccc1	-0.7	-18.4	3.3	-6.5	0.3	14.0	-9.0	0.5	0.5
20	COc1cc(/C=N/Nc2nn3cnnc3c3ccccc23)cc(OC)c1OC	-14.0	7.0	3.1	2.7	0.9	-5.5	-18.0	0.0	-1.3
21	O=C(C1CCN(S(=O)(=O)N2CCC3(CC2)OCCO3)CC1)N1CCCCC1	-14.8	-5.3	1.0	-2.2	-22.0	14.5	-3.0	0.2	3.3
22	CCO[C@@H]1OC(C(=O)NCc2ccccc2)=C[C@H](c2ccc3c(c2)OCO3)[C@H]1CCCO	20.5	4.0	1.2	-0.5	8.8	-4.8	-2.2	0.8	-0.6
23	FC(F)(F)COc1ccc(-c2nnc(SCc3ccccc3)o2)cn1	-22.0	-0.3	2.1	·	-33.2	41.0	-1.2	1.1	0.6
24	CC(=O)N1N=C(c2ccc(C)cc2)OC1c1ccc(C(C)C)cc1 (configuration not stated)	60.7	-10.3	1.0	15.2	-14.6	-34.0	-28.5	0.9	-1.2

Following part.
entry	compound	CHOP inhibitor	NPY-Y2 PAM-ag	zfTRPN1 agonist	NPY-Y1 antag	NPY-Y1 PAM-ag	EP2 modulator	S1P4 antagonist	TRPML3 agonist	S1P4 agonist
25	CNC(=S)NCCc1ccc(OC)c(OC)c1	-7.7	0.5	-0.4	2.1	14.2	-1.2	2.6	0.0	2.2
26	C/C=C(\C)c1nnc(NC(=O)c2ccco2)s1	11.1	-0.8	-0.3	-1.1	-4.2	-11.6	3.7	-0.4	-2.3
27	COCC(=O)Nc1ccc(S(=O)(=O)Nc2ncccn2)cc1	-4.7	-1.2	0.2	3.8	-6.8	2.7	10.0	0.5	2.9
28	Cc1ccc(/C=N/NC(=O)c2ccc(Cn3cc([N+](=O)[O-])cn3)o2)cc1	19.1	-0.6	2.7	2.1	4.2	-29.3	-8.8	0.3	-0.5
29	CCOC(=O)C(=NCCCN1CCOCC1)NNc1cccc(C(F)(F)F)c1	3.7	14.2	0.2	-4.1	-1.8	-27.0	0.4	1.1	-0.5
30	O=[N+]([O-])c1ccccc1N/N=C/c1c[nH]c2ccccc12	-14.7	85.8*	-4.0	-18.2	105.0*	-9.8	-34.9	-1.2	0.8
31	O=C(COc1ncnc2ccccc12)NCc1ccc2c(c1)OCO2	33.1	-14.2	-1.0	-7.2	-4.9	18.8	-10.0	0.7	-4.9
32	CCCn1c(=N)n(CC(=O)c2ccc([N+](=O)[O-])cc2)c2ccccc21	0.1	-6.7	-0.2	7.5	-22.1	-59.8	9.4	0.6	-3.8

Further structures.
entry	compound	CHOP inhibitor	NPY-Y2 PAM-ag	zfTRPN1 agonist	NPY-Y1 antag	NPY-Y1 PAM-ag	EP2 modulator	S1P4 antagonist	TRPML3 agonist	S1P4 agonist
33	COc1cc(C(=O)Nc2ccc(-c3nc4cc(C)ccc4o3)c(O)c2)cc(OC)c1OC	8.0	4.1	0.5	0.3	-6.0	1.2	-9.6	0.4	-1.0
34	CC1CCc2nn(CC(=O)NCCCN3CCOCC3)cc2C1 (configuration not stated)	34.5	-13.9	2.2	-7.3	4.1	14.9	2.7	1.8	1.4
35	Cc1ccc(OCC(=O)Nc2ccc(O)c(C(=O)O)c2)cc1C	-4.3	-18.6	0.1	11.3	-7.8	29.1	-6.5	1.0	0.3
36	CCOC(=O)C(C)(C)N(Cc1ccc(C)cc1)S(=O)(=O)c1ccc(Cl)c([N+](=O)[O-])c1	-16.8	50.9*	-0.5	0.0	75.9*	5.6	42.7*	0.3	-1.4
37	O=C(Cn1[nH]c(=O)c2ccccc2c1=O)NC1CCCCCC1	7.0	2.7	-0.1	0.7	1.0	2.8	-4.9	1.2	-1.1
38	Cc1ccccc1-c1nc(P(=O)(c2ccccc2)c2ccccc2)c(N2CCOCC2)o1	10.8	19.1	-1.2	·	14.9	67.2*	-5.6	-0.1	0.8
39	COc1cc(C(=O)N[C@@H](C)C(=O)NCc2ccco2)cc(OC)c1OC	0.4	-1.4	0.1	-3.4	3.0	8.4	-13.2	0.6	1.1
40	Cc1ccccc1S(=O)(=O)Cc1ccc(C(=O)N2CCN(C3CCCCC3)CC2)o1	0.6	-2.6	1.8	0.9	12.4	-7.1	-8.0	1.2	1.3

(cont.)
entry	compound	CHOP inhibitor	NPY-Y2 PAM-ag	zfTRPN1 agonist	NPY-Y1 antag	NPY-Y1 PAM-ag	EP2 modulator	S1P4 antagonist	TRPML3 agonist	S1P4 agonist
41	Cn1c(=O)cc(OCCCC(=O)NCCN2CCN(c3ccccc3F)CC2)c2ccccc21	7.7	-8.4	0.0	3.9	-7.3	1.0	-22.8	-0.3	-0.6
42	O=C(c1ccco1)N1CCN(C(=O)c2cc(-c3ccccn3)nc3ccccc23)CC1	·	10.7	0.7	-3.8	18.1	·	-0.3	1.2	0.9
43	COc1ccc(N(CC(=O)Nc2ccc(C)cn2)S(=O)(=O)c2c(C)nn(C)c2C)cc1	9.0	5.3	-0.8	2.2	16.6	14.4	-8.8	0.0	-0.2
44	CC(Nc1ccc(Br)cn1)c1cc(Cl)ccc1O (configuration not stated)	77.0*	-4.0	-0.2	-1.6	2.7	-16.8	8.4	-1.0	2.7
45	COc1ccc(NC(=O)CN(C)S(=O)(=O)c2ccccc2)cc1	32.0	9.7	0.3	3.6	25.9	-8.7	-11.3	0.6	0.6
46	CC(=O)Nc1ccc2c(c1)c1ccccc1n2C(C)=O	5.9	0.3	-1.0	-9.8	24.7	-40.3	-22.8	0.3	1.2
47	COc1cc(C(=O)Oc2cccc(C)c2)cc(OC)c1OC	36.8	-2.2	-2.0	3.1	-5.2	41.5	-1.0	-1.1	-0.4
48	O=C(NC(=O)c1cc(OCC(F)(F)F)ccc1OCC(F)(F)F)Nc1ccccc1	6.8	-11.7	1.5	·	-23.4	-21.3	-1.0	1.6	0.6

(listing goes on)
entry	compound	CHOP inhibitor	NPY-Y2 PAM-ag	zfTRPN1 agonist	NPY-Y1 antag	NPY-Y1 PAM-ag	EP2 modulator	S1P4 antagonist	TRPML3 agonist	S1P4 agonist
49	CCOc1ccc(NC(=O)c2cn(-c3ccc(OCC)cc3)c(=O)c3cc(OC)c(OC)cc23)cc1	25.3	0.2	-1.6	8.4	-0.2	12.2	-12.8	-0.1	0.7
50	Cn1c(=O)[nH]c(=O)c2c1nc(CN1CCOCC1)n2CCc1ccccc1	5.6	3.0	0.5	-3.7	10.3	22.8	-10.3	0.6	-2.0
51	Nc1nc(-c2ccccc2)c(-c2ccccc2)o1	10.7	12.2	0.9	·	-2.7	-28.7	5.5	0.4	0.2
52	Cn1c(CN2CCOCC2)nnc1SCc1ccc(C#N)cc1	-4.5	14.3	-0.6	-0.5	6.4	-16.1&15.6	-21.5	-0.1	-0.2
53	COc1ccc(C(C(=O)Nc2ccc(C(C)C)cc2)N(C)C(=O)c2ccc(=O)[nH]c2)cc1 (configuration not stated)	16.4	-1.4	1.4	3.7	-6.3	6.0	-29.9	0.8	-0.7
54	CC(Sc1nc(C(C)(C)C)cc(-c2ccccc2)c1C#N)C(=O)Nc1ccccc1 (configuration not stated)	23.4	-3.0	0.6	3.2	-7.4	32.9	-11.0	0.5	0.9
